Screening data as filed in PubChem.
Pol beta inh: blocks human DNA polymerase beta activity; 340,000 tested, 1.3% active; Pol beta primer extension/strand displacement, fluorescence kinetic; Potency, µM (top dose mostly 114 µM), for inactives: at the top dose activity change, negative = inhibition, most hits filed as inhibitors; AID 485314; P06746; also: potency is read from the fitted curve at half-maximal effect; % is scaled to controls: 0 for no effect and ±100 for the full control effect
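Kinetic readout of DNA synthesis with strand displacement by Pol beta. Compound and 10 nM enzyme sit 15 min at room temperature; 50 nM substrate starts the reaction, read immediately and at 10 min.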
12-LOX inh: inhibitors of human 12S-lipoxygenase ALOX12; P18054; 580,000 tested, 1.1% active; purified 12hLO, xylenol orange hydroperoxide absorbance; Potency, µM (highest dose often 108 µM), for the others: top-dose activity change, negative = inhibition, actives largely listed as inhibitors; also: potency is read from the fitted curve at half-maximal effect; % is scaled to controls: 0 for no effect and ±100 for the full control effect
Target sequence (P18054 whole entry, looked up): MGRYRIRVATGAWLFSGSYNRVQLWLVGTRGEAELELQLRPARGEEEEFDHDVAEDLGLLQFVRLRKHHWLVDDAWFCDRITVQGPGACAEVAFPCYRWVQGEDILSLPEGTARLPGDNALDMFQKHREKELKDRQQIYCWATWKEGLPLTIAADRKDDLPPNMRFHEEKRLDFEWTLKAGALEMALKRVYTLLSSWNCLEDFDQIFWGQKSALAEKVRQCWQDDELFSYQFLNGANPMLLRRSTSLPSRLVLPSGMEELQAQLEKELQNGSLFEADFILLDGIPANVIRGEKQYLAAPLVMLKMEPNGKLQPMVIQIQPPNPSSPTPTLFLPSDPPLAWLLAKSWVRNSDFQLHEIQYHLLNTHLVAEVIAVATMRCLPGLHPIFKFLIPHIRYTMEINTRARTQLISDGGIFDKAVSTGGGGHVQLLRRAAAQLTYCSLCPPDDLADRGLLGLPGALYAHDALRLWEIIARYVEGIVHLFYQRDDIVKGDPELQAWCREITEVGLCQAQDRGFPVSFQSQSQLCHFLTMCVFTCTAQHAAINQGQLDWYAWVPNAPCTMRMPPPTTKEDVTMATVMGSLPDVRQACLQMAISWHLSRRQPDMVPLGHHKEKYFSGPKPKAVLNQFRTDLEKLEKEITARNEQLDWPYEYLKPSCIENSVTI
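Hydroperoxide product was detected by ferrous iron/xylenol orange as the 573 to 405 nm absorbance ratio. Arachidonic acid at 40 uM (final) was turned over for 30 min at room temperature by 150 nM human 12hLO, pH 7.0 Hepes buffer, after 15 min compound preincubation.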
RGS4 inh: human RGS4 inhibition; Transcreener GDP fluorescence polarization, RGS4-accelerated GTP hydrolysis; 390,000 tested, 0.039% active; AID 504845; Potency, µM (doses to about 114 µM), without a hit: at the highest dose activity change, negative = inhibition, actives largely listed as inhibitors; also: potency is read from the fitted curve at half-maximal effect; % is scaled to controls: 0 for no effect and ±100 for the full control effect; nearly all actives have a fitted effect of over 75% in size; some results filed as inactive show a strong effect at the top dose
Target sequence (P49798 whole entry, looked up): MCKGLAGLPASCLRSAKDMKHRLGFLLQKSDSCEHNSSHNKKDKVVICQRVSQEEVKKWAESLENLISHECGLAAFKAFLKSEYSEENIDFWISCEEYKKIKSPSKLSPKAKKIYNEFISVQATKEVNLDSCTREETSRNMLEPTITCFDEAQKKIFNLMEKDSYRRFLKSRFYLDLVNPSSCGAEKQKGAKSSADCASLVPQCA
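MLSMR compounds (23 nl, pin-transferred) preincubated 10 min at room temperature with a 500nM (2x) first reagent, then RGS4 at 900nM (2x) plus Transcreener GDP mix added; fluorescence polarization (620/688 nm) read before and after 90 min at 30 °C.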
LDHA block: inhibitors of human lactate dehydrogenase A; P00338; purified LDHA, NADH/diaphorase-resazurin fluorescence; active compounds read low; activity change, % (values are at about 110 or 230 µM); 480,000 tested, 0.15% active; in the data active = activity change below about -30%; inconclusive = mostly about -25% to -30%;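 also: plate controls were DMSO wells for no effect and wells without enzyme for full effect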
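Human LDH5 at 2 nM final in Tris HCl pH 7.4 with 0.06 mM NADH and 0.2 mM pyruvate, reacted 5 minutes at room temperature. Remaining NADH coupled via diaphorase/resazurin; resorufin fluorescence read at 0 and 20 minutes, normalized to enzyme-free and DMSO wells.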
APEX1 inh: blocks human APE1 abasic DNA cleavage | Potency, µM (series often up to 65.8 µM), without a hit: top-dose activity change, negative = inhibition, actives largely listed as inhibitors | 350,000 tested, 0.35% active | P27695 | recombinant APE1, TAMRA/BHQ-2 abasic DNA cleavage fluorescence;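 also: potency is read from the fitted curve at half-maximal effect; plate controls were vehicle for no effect and reference inhibitor for full effect; nearly all actives have a fitted effect of over 55% in size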
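Kinetic fluorescence read (525 ex/598 em nm, three reads 60 s apart) of AP-site incision; signal = third minus first read. Enzyme 0.75 nM, dual-labelled THF duplex 50 nM, compound preincubation 15 min RT.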
Pol kappa inh: DNA polymerase kappa (human) inhibition; Q9UBT6; purified Pol kappa, fluorescent DNA synthesis assay, 10 min; Potency, µM (doses to about 107 µM), for inactives: top-dose activity, negative = inhibition, hits mostly inhibitors; 400,000 tested, 0.53% active; also: potency is read from the fitted curve at half-maximal effect; % is scaled to controls: 0 for no effect and ±100 for the full control effect
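50 nM final substrate added after 15 min RT preincubation of 10 nM Pol kappa with compound; fluorescence read at 0 and 10 min.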
ERG Ets-DNA blk: inhibitors of human ERG Ets domain-DNA interaction; fluorescence polarization, His-ERG Ets domain / labelled DNA; 370,000 tested, 0.028% active; Potency, µM (doses to about 76.9 µM), inactives show at the top dose FP activity, negative = inhibition, most hits filed as inhibitors; active = well fitted inhibition curve with a large enough effect in the polarisation, with a control signal flat; inconclusive = small, poorly fitted or top-dose-only effect, or effect the other way, or a change in a side signal; inactive = no such curve, though single readings can be large or run the other way; the % refers to the polarisation;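 also: polarization taken with two DNA probes labelled with fluorescein and Texas red; potency is read from the fitted curve at half-maximal effect; % of control where 0% means no effect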
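His-tagged ERG Ets domain (1 uM in the protein solution; 300mM KCl, 50mM Tris-HCl, 1mM EDTA, 1mM DTT, pH 7.5) received compound, then a probe mix of 5 nM fluorescein-DNA and 100nM Texas-615-DNA. Fluorescence polarization was read for both dyes.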
POLH inh: blocks human DNA polymerase eta activity; Q9Y253; recombinant Pol eta, fluorescent DNA replication assay; Potency, µM (doses to about 114 µM), without a hit: top-dose activity change, negative = inhibition, actives largely listed as inhibitors; 390,000 tested, 1.2% active; AID 588591; also: potency is read from the fitted curve at half-maximal effect; % is scaled to controls: 0 for no effect and ±100 for the full control effect
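Fluorescent replication assay: 50 nM final substrate added after a 15 min room-temperature compound preincubation with 10 nM enzyme. Signal taken at 0 min and again at 10 min.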
Apoferritin bind: candidate novel general anesthetic via apoferritin binding; P02791; apoferritin/1-aminoanthracene competitive binding, fluorescence; Potency, µM (titrated, usually from 77.5 µM), for the others: at the highest dose activity change, negative = displacement, hits mostly inhibitors; 350,000 tested, 0.074% active; AID 485281; also: potency is read from the fitted curve at half-maximal effect; % is scaled to controls: 0 for no effect and ±100 for the full control effect; nearly all actives have a fitted effect of over 20% in size
Target sequence (P02791 2-175 limits assumed): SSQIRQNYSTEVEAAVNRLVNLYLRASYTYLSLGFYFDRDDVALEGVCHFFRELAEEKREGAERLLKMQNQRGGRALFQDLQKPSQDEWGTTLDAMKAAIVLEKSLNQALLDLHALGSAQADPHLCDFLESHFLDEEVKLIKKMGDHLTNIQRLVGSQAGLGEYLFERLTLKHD
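Horse-spleen apoferritin (10 uM) in 50% saturated 1-aminoanthracene in PBS was incubated 10 min at room temperature with compound. Fluorescence (ex 380, em 535 nm) was normalized to free and bound 1-AMA, with concentration-response fitted by a four-parameter Hill equation.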
* = called active by the depositor; ? = inconclusive; nt = no result given; & = joins results of further samples; [ ] = remark or other dose. Unless noted, calls follow the shape of the dose curve; as a rule, active = well fitted curve in the direction sought with a large enough effect; inconclusive = small, poorly fitted or top-dose-only effect, or another doubt; inactive = no such curve, though single readings can be large; an effect the other way counts as inactive or inconclusive. Only part of the results is shown; the hit share may differ from the screen's.

Each structure is followed by: Pol beta inh	12-LOX inh	RGS4 inh	LDHA block	APEX1 inh	Pol kappa inh	ERG Ets-DNA blk	POLH inh	Apoferritin bind
Cc1ccc(Cl)cc1N1CCN(S(=O)(=O)c2ccc3oc(=O)c4ncn(C)c4c3c2)CC1
  2%	-30%	13%	-6	nt	15%	1%	2%	-17%
CCOC(=O)Cn1c(=O)c(-c2ccccc2N)nc2ccccc21
  20%	30%	-10%	3	-1%	12%	18%	-3%	-1%
O=c1c2ccccc2nnn1-c1ccc(Br)cc1
  19%	?	-8%	-4	2%	-3%	-1%	5%	-7%
Cc1ccc2nc(Cl)c(CNCc3ccccc3)cc2c1
  10%	-2%	-48%	-5	22%	8%	-5%	-2%	-12%
Cc1cc(=O)[nH]c(NN=C2CCCCC2C)n1 (centres undefined)
  nt	33%	-6%	3	nt	-15%	5%	-14%	nt
O=C(NCCOCCn1c(=O)oc2ccccc21)Nc1ccc(Cl)cc1
  19%	0%	2%	-3	nt	0%	4%	-8%	-15%
C=CCNC(=O)C1CC2Cn3c(nc4ccccc43)C2N1C (centres undefined)
  2%	-10%	1%	7	-1%	13%	6%	-5%	5%
COCCNC(=O)CN(Cc1ccc2c(c1)OCO2)C(=O)CCC(=O)Nc1nccs1
  4%	0%	-24%[11.4 µM]	-2	-1%	0%	-2%	-8%	4%
CC(C)(C)c1ccc(OCCC(=O)OCC(=O)Nc2cccnc2Cl)cc1
  nt	-19%	-24%	0	1%	-12%	5%	-24%	nt
CCOc1ccc(S(=O)(=O)N2CCN(C(=O)CN3C(=O)NC4(CCCC4)C3=O)CC2)cc1
  nt	?	1%	-4	5%	-14%	2%	-25%	nt

3 entries already listed, arranged by the value under APEX1 inh, largest number first:
Compound | APEX1 inh
Cc1ccc2nc(Cl)c(CNCc3ccccc3)cc2c1 | 22%
CCOc1ccc(S(=O)(=O)N2CCN(C(=O)CN3C(=O)NC4(CCCC4)C3=O)CC2)cc1 | 5%
O=c1c2ccccc2nnn1-c1ccc(Br)cc1 | 2%

New compounds follow
Each structure is followed by: Pol beta inh	12-LOX inh	RGS4 inh	LDHA block	APEX1 inh	Pol kappa inh	ERG Ets-DNA blk	POLH inh	Apoferritin bind
O=C(NCc1cccs1)c1ccc2c(c1)OCCO2
  2%	11%	1%	-10	-1%	-1%	2%	-17%	-5%
Cc1cc(C(=O)OCC(=O)Nc2ccccc2C#N)c(C)o1
  nt	11%	10%	-9	2%	-14%	-3%	-23%	nt
Cc1cc(=O)[nH]c(SCC(=O)N2CCc3ccccc3C2)n1
  1%	-7%	-10%	-1	0%	0%	1%	-13%	3%
CC(C)c1ccc(S(=O)(=O)c2cn(CC(=O)Nc3ccc(F)cc3)c3ccccc3c2=O)cc1
  32%	-18%	3%	-4	nt	3%	-1%	-2%	-8%
COc1ccc2c(Cl)c(C(=O)N/N=C3\CCCC(=O)C3)sc2c1
  4%	2%	-19%	6	-1%	-24%	1%	-14%	3%
CCn1c(SCC(=O)Nc2cc(OC)c(OC)c(OC)c2)nnc1-c1cccs1
  2%	-4%	1%	-4	-1%	-8%	nt	-1%	-16%
CC(C)c1cc(CN2CCN(Cc3ccc(F)c(F)c3)C(CCO)C2)[nH]n1 (centres undefined)
  -18%	1%	-21%	-4	10%	?	-7%	-16%	-9%
Cc1nn(Cc2ccccc2)c(C)c1NC(=O)c1noc2c1CCc1ccccc1-2
  -13%	nt	-9%	1	-4%	9%	0%	-19%	?
COc1ccc(NC(=O)C2(c3ccc(NC(=O)c4ccc(C)cc4)cc3)CCCC2)cc1
  50%	?	7%	-4	12%	-4%	3%	0%	-6%
CCC1Oc2ccc(C)cc2N(CC(=O)NCc2cccs2)C1=O (centres undefined)
  0%	-14%	-15%	3	-2%	9%	-3%	-6%	-10%
CCOC(=O)c1sc(N)c(C(N)=O)c1C
  4%	?	-27%	-1	-1%	-6%	-11%	-10%	2%
O=C(CC1C[C@H](C(=O)N2CCOCC2)[C@@]2(CCC3CCCC3)c3[nH]c4ccccc4c3CCN2C1=O)NCc1ccco1 (some centres undefined)
  nt	?	-3%	0	-18%	8%	-3%	-10%	nt
Cc1ccc(S(=O)(=O)N(CCCN2CCCC2=O)Cc2cc3c(C)ccc(C)c3[nH]c2=O)cc1
  21%	3%	23%	5	-2%	-9%	-10%	-8%	-2%
CC(=O)c1cccc(NC(=O)C2=CN3CCS(=O)(=O)N=C3C=C2)c1
  nt	-27%	-6%	-18	13%	0%	-6%	-12%	nt
CCOc1ccc(NC(=O)/C(C=Nc2ccccc2)=C(\C)O)cc1
  -4%	11%	-52%	-3	-10%	-3%	-13%	-26%	1%
CCCC(=O)Nc1nnc(CCc2ccccc2)s1
  14%	15%	-8%	-7	3%	-2%	-8%	-15%	-8%
CCOc1ccc(C2Nc3cccc4cccc(c34)N2)cc1OC
  -18%	350%[activator]	-33%	4	-1%	1%	14%	?	-8%
Cn1c2ccccc2c(=O)c2ccc(F)cc21
  -12%	-9%	3%	-13	17%	-12%&-20%	2%	0%	202%[activator]
Cc1ccccc1NC(=O)/C(C#N)=C\c1cccnc1
  0%	-29%	5%	4	3%	0%	7%	6%	-9%
COc1ccc(-n2c(SCC(=O)NC3CCCCC3)nc3ccsc3c2=O)cc1
  25%	3%	6%	-3	14%	5%	-1%	-17%	-4%

Part of the list above, reduced to APEX1 inh and RGS4 inh.
compound | APEX1 inh | RGS4 inh
CCOC(=O)c1sc(N)c(C(N)=O)c1C | -1% | -27%
Cc1ccc(S(=O)(=O)N(CCCN2CCCC2=O)Cc2cc3c(C)ccc(C)c3[nH]c2=O)cc1 | -2% | 23%
CCOc1ccc(NC(=O)/C(C=Nc2ccccc2)=C(\C)O)cc1 | -10% | -52%
CC(=O)c1cccc(NC(=O)C2=CN3CCS(=O)(=O)N=C3C=C2)c1 | 13% | -6%
O=C(CC1C[C@H](C(=O)N2CCOCC2)[C@@]2(CCC3CCCC3)c3[nH]c4ccccc4c3CCN2C1=O)NCc1ccco1 (some centres undefined) | -18% | -3%

Continuation.
Each structure is followed by: Pol beta inh	12-LOX inh	RGS4 inh	LDHA block	APEX1 inh	Pol kappa inh	ERG Ets-DNA blk	POLH inh	Apoferritin bind
CCC(=O)N1c2ccc(S(=O)(=O)N3CCN(c4ccccc4)CC3)cc2CC1C (centres undefined)
  5%	-23%	3%	-3	nt	-3%	1%	-22%	-13%
COc1ccc(NC(=O)C(=O)NCCC2CCCCN2S(=O)(=O)c2cccs2)cc1 (centres undefined)
  nt	-15%	10%	-7	11%	-8%	5%	-10%	nt
N#C/C(=C\c1c[nH]c2ccccc12)C(=O)NC1CCCC1
  4%	-4%&-17%	28%	2&1	4%	-19%	-5%	-6%	-1%
COC(=O)C(O)(CC(=O)Nc1cc(Cl)ccc1Cl)C(F)(F)F (centres undefined)
  2%	143%[activator]	-17%	-5	6%	-16%	-4%	-3%	1%
COC(=O)c1ccccc1NC(=O)N1CCN(Cc2ccco2)CC1
  -3%	2%	11%	-2	3%	-4%	-3%	1%	-5%
CCCCN1C(=N)N([C@@H](CCC)CN2CCC[C@H]2CN2C(N)=NC[C@@H]2Cc2ccccc2)C[C@H]1[C@H](C)CC
  nt	-3%	20%	-6	?	-18%	0%	-7%	nt
CC(=O)Nc1ccc(NC(=O)Cn2c(-c3ccc(F)cc3)cnc2SCC(=O)Nc2c(C)cccc2C)cc1
  25%	?	12%	-11	3%	-2%	-8%	10%	-9%
CN(C(=O)c1ccc(NC(=O)Cc2ccc(NC(=O)C3CCN(C(=O)C4CCCC4)CC3)cc2)cc1)C1CC1
  nt	-1%	15%	-1	10%	2%	2%	-11%	nt
CCOc1ccc(N2C(=O)C3C4C=CC([C@H]5CC45)[C@@H]3C2=O)cc1 (some centres undefined)
  42%	12%	4%	-5	-6%	-6%	26%	-15%	-24%
CCOC(=O)c1ccc(Nc2cc(C)nc(-c3ccccc3O)n2)cc1
  -10%	3%	8%	-1	5%	1%[60.1 µM]	nt	-5%	3%
COC(=O)c1cccc(NC(=O)CCCN2C(=O)NC3(CCCC3)C2=O)c1
  nt	5%	-1%	-2	21%	-1%	7%	-12%	nt
CCC1=C(OC(=O)N(CC)CC)N2C(=O)OC(=NCC(=O)OC)[C@]2(Cc2ccccc2)[C@H]2C1=CC[C@H]1C(=O)N(CC(=O)OC)C(=O)[C@H]12
  2%	-29%	-11%	-6	-9%&4%	-15%	3%	2%	5%&-12%
COCC(=O)N1CCC(Oc2ccc(C(=O)N3CCCCCCC3)cc2)CC1
  2%	2%	-3%	0	9%	-23%	-8%	-5%	0%
COc1ccc(NC(=O)CCS(=O)(=O)c2ccc(OC)cc2)cc1
  2%	?	15%	5	2%	-4%	1%	-13%	-11%
CN1CCc2cccc3c2C1Cc1ccc(O)c(O)c1-3 (centres undefined)
  -12%[57.1 µM]	?	?	4&17	-5%&2%&11%	1%[60.1 µM]	2%	-2%[57.1 µM]	-13%&6%
Nc1nonc1-n1nnc(C(=O)N/N=C/c2ccc(Cl)cc2Cl)c1CN1CCCC1
  41%	3%	7%	-2	-9%	-24%	10%	-4%	11%
